Screening data as filed in PubChem BioAssay.
CaV13 FRET inh = Primary screen for inhibitors of IQ motif and Ca2+-dependent inactivation inhibitor domain binding in CACNA1D, Förster resonance energy transfer in living cells, …; HEK cells, CFP/YFP FRET ICDI-IQ, plate reader, 10 min; percent FRET-ratio fall versus neutral wells; inhibition, % at 12.3 µM; actives 0.098% (n = 340,000);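 active = mean replicate inhibition of at least 30% and at least 1% of replicates passing that level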;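 note: 0% = median of the neutral control wells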
MITF TRPM1 inh = inhibitors of MITF-dependent TRPM1 promoter reporter, primary screen, cell-based, SK-MEL-5, single point, luciferase; SK-MEL-5 TRPM1 promoter luciferase, 24 h; inhibition, % at 12.5 µM; actives 0.83% (n = 330,000); AID 488899, 2010;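 active = mean inhibition across replicates of 60% or more, whatever share of single replicates reaches that level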; note: values of inactives mirror those of a sister screen read the other way
NR2E3 ag-1 = inhibitors of NR2E3-RetCOR corepressor binding, primary screen, NR2E3 agonist project, biochemical, TR-FRET, GST-NR2E3, biotin-RetCOR. Photoreceptor-specific nuclear receptor (Homo sapiens), Q9Y5X4. 1536-well. inhibition of corepressor binding, % at 4.78 µM. actives 0.12% (n = 320,000). AID 2300, 2010;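 active = percent inhibition above the cutoff of mean plus 3 SD of all tested compounds, set per screening campaign, cut at about 20% in these data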;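 note: 0% = DMSO wells and 100% = biotin wells as full block of FRET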
Target sequence (Q9Y5X4 whole entry, looked up): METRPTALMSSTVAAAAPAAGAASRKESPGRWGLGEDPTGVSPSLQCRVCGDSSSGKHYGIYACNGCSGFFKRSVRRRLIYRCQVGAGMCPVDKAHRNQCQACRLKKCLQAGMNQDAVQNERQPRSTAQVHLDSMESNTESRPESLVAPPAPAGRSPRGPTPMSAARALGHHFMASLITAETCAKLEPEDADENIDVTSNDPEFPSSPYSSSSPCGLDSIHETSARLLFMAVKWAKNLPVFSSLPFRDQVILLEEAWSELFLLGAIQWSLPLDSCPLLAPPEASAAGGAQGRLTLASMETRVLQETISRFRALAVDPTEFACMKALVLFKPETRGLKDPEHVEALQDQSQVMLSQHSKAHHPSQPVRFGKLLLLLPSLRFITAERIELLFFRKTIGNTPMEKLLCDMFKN
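Material – GST-tagged NR2E3 plus biotinylated RetCOR corepressor · Quantity – NR2E3 fusion 1.35 nM · Times – 5 h incubation at 4 °C · Medium – pH 7.5 Tris-based buffer · Technique – TR-FRET, Eu(K)-anti-GST donor, streptavidin-D2 acceptor, ex 340, em 617/671 nm · Benchmarks – high control biotin, low control 0.6% DMSO · Format – 1536-well plates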
hiPSC survival = enhancers of single-cell hiPSC survival, primary screen, ATPlite luminescence. 100% = ROCK inhibitor wells, 0% = DMSO. survival enhancement, % at 20 µM. actives 0.044% (n = 360,000). AID 602274, 2012; in the data active = survival enhancement above about 18%;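 note: cells exposed to compounds for 16 hours before the ATP read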
Peg3 prom inh = Peg3 promoter-driven luciferase inhibitors, primary screen, cell-based, HeLa, luciferase luminescence; HeLa PEG-Prom luciferase reporter, overnight; inhibition, % at 20 µM; actives 1.7% (n = 360,000);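 active = inhibition of at least 50% at 20 µM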
aDG glyco act = activators of alpha-DG glycosylation, primary screen, uHTS, Pro5-aDG cells, AlphaScreen; activation, % at 10 µM; actives 0.22% (n = 360,000); alpha-DG glycosylation AlphaScreen (IIH6); 0% Pro5, 100% B10-LARGE cell signal;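 active = activation of at least 8% versus controls, or a plate z-score of at least 8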;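 note: Pro5 are CHO cells carrying HIG-tagged alpha-DG that lacks glycosylation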
NR2E3 ag-2 = NR2E3 agonists in two-hybrid cells, primary screen, cell-based, luminescence, CHO-S, Gal4-NCOR/VP16-NR2E3; Photoreceptor-specific nuclear receptor (Homo sapiens), Q9Y5X4; luciferase; inhibition of corepressor binding, % at 3.98 µM; actives 0.35% (n = 360,000); AID 602229, 2012;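 active = inhibition above the mean of all tested compounds plus 3 SD, cut at about 70% in these data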;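 note: 0% = DMSO with NR2E3 transfected cells and 100% = cells lacking NR2E3 construct; higher means lower luciferase signal from less NR2E3 corepressor binding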
PDI inh = inhibitors of human PDI, primary screen, biochemical, turbidity, single point, plate reader; actives 0.052% (n = 350,000); AID 588391, 2011; inhibition, % at 10 µM; PDI insulin aggregation turbidity, A650, 90 min;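 active = mean inhibition across replicates of 30% or more, whatever share of single replicates reach that level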;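 note: absorbance from insulin aggregation driven by PDI reduction with DTT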
Target sequence (P07237 whole entry, looked up): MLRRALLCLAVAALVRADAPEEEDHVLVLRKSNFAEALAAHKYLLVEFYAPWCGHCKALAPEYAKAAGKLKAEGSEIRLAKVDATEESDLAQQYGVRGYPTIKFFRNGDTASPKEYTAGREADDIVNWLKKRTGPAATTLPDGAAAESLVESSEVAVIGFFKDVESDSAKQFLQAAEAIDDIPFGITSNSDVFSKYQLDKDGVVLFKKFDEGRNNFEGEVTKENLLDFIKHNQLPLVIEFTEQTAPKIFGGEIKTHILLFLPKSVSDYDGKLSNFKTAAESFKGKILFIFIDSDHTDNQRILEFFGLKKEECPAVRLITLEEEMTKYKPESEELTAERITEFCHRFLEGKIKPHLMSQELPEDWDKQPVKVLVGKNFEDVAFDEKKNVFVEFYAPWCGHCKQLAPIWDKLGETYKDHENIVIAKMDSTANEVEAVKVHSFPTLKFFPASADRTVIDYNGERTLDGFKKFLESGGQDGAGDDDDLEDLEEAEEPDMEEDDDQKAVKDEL
Exocytosis inh = LAMP-1 surface exposure blockers, TALL-104 cells – cell-based, flow cytometry, MLPCN library, primary screen; actives 0.66% (n = 360,000); TALL-104 LAMP-1 surface exposure; cells stimulated with thapsigargin and PMA; inhibition, % at 10 µM;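 active = inhibition above about 55%, limit read from the data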
HIF-2a block = HIF-2a reporter inhibitors, primary screen, luminescence, 786-0 RCC cells | 786-0 RCC cells HIF-2a reporter, luciferase luminescence, overnight | actives 0.72% (n = 360,000) | inhibition, % at 18.8 µM | AID 624352, 2012;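 active = inhibition of the luminescence signal of 40% or more relative to plate controls, in a single-dose primary screen at 18.75 µM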
Vif imaging = HIV Vif self-association inhibitors, primary screen, imaging, HEK293T, single point; actives 0.35% (n = 340,000); inhibition, % at 7.49 µM; HEK293T cells, Vif self-association by quenched fluorescence, 24 h; AID 602346, 2012; in the data active = inhibition above about 50%, passing the limit was not always enough; note: some results filed as inactive read as strong as hits
Active calls of the source: *.

CCOC(=O)c1cccc(NC(=O)CSc2nnc(-c3ccncc3)n2CCCOC)c1 was read as CaV13 FRET inh -4, MITF TRPM1 inh 2, NR2E3 ag-1 -1, hiPSC survival -0.8, Peg3 prom inh 12, aDG glyco act 0.0, NR2E3 ag-2 -16, PDI inh 5, Exocytosis inh -2, HIF-2a block 11 and Vif imaging -7.
`CC(=O)c1c(C)[nH]c(C(=O)OC2CCOC2=O)c1C` (stereo unspecified) gave CaV13 FRET inh -5, MITF TRPM1 inh 8, NR2E3 ag-1 -1, hiPSC survival 3.0, Peg3 prom inh 16, aDG glyco act -0.2, NR2E3 ag-2 -4, PDI inh -2, Exocytosis inh -2, HIF-2a block 3 and Vif imaging -1.
For COc1ccc(CC(NC(C)=O)C(=O)NC2CCN(C(=O)c3ccccc3F)CC2)cc1 (stereo unspecified) the results were CaV13 FRET inh -6, MITF TRPM1 inh 1, NR2E3 ag-1 4, hiPSC survival 0.6, Peg3 prom inh -10, aDG glyco act 0.0, NR2E3 ag-2 0, PDI inh 12, Exocytosis inh -7, HIF-2a block 10 and Vif imaging 70*.
Screening Cc1cccc(NC(=O)CSc2nnc(CNC(=O)c3ccco3)o2)c1 returned CaV13 FRET inh -3, MITF TRPM1 inh 13, NR2E3 ag-1 0, hiPSC survival -0.4, Peg3 prom inh 1, aDG glyco act 0.0, NR2E3 ag-2 -35, PDI inh 1, Exocytosis inh -11, HIF-2a block 13 and Vif imaging -4.
For COC(=O)c1ccc(CNC(=O)C2CCC(=O)N(CCN3CCOCC3)C2)cc1 (stereo unspecified) the results were CaV13 FRET inh -6, MITF TRPM1 inh -10, hiPSC survival -0.5, Peg3 prom inh 19, aDG glyco act 0.0, NR2E3 ag-2 -7, PDI inh -4, Exocytosis inh 34, HIF-2a block 7 and Vif imaging -6.
For O=C(NCC1CCCO1)c1ccc(Oc2ccc([N+](=O)[O-])cc2)cc1 (stereo unspecified) the results were CaV13 FRET inh -17, MITF TRPM1 inh 16, NR2E3 ag-1 0, hiPSC survival 0.3, Peg3 prom inh 12, aDG glyco act 0.0, NR2E3 ag-2 -9, PDI inh -3, Exocytosis inh -1, HIF-2a block 6 and Vif imaging 4.
For O=C1CN(C(=S)NC(=O)c2ccc(-c3ccccc3)cc2)CCN1 the results were CaV13 FRET inh -5, MITF TRPM1 inh -69, NR2E3 ag-1 0, hiPSC survival -0.3, Peg3 prom inh -99, aDG glyco act 0.0, NR2E3 ag-2 -32, PDI inh 11, Exocytosis inh -4, HIF-2a block -160 and Vif imaging 16.
For CCn1c(C)c2c(C)nnc(C)c2c1C the results were MITF TRPM1 inh 3, NR2E3 ag-1 3, hiPSC survival -0.7, Peg3 prom inh 6, aDG glyco act 1.2, NR2E3 ag-2 -14, PDI inh -9, Exocytosis inh 8, HIF-2a block 0 and Vif imaging -6.
Screening Cc1oc(-c2ccccc2F)nc1CS(=O)(=O)CC(=O)NCCCN1CC(C)CC(C)C1 (stereo unspecified) returned CaV13 FRET inh -4, MITF TRPM1 inh 9, NR2E3 ag-1 -1, hiPSC survival -0.3, Peg3 prom inh -9, aDG glyco act -0.1, NR2E3 ag-2 -1, PDI inh 10, Exocytosis inh -1, HIF-2a block -1 and Vif imaging -5.
For C=CCn1c(C2CC2)n[nH]c1=S the results were CaV13 FRET inh 3, MITF TRPM1 inh 0, NR2E3 ag-1 2, hiPSC survival 1.4, Peg3 prom inh -4, aDG glyco act 0.0, NR2E3 ag-2 10, PDI inh -3, Exocytosis inh 0, HIF-2a block 9 and Vif imaging 9.
`O=C(NCCC1=CCCCC1)c1cccc(S(=O)(=O)N2CCCCC2)c1` gave CaV13 FRET inh -2, MITF TRPM1 inh 10, NR2E3 ag-1 3, hiPSC survival 0.0, Peg3 prom inh -9, aDG glyco act 0.7, NR2E3 ag-2 -27, PDI inh 5, Exocytosis inh -1 and HIF-2a block -32.
Cc1ccc(-c2[nH]ncc2CN2CCN(C(=O)c3cccs3)CC2)cc1C was read as CaV13 FRET inh -5, MITF TRPM1 inh 7, NR2E3 ag-1 2, hiPSC survival 0.5, Peg3 prom inh 31, aDG glyco act -0.1, NR2E3 ag-2 -21, PDI inh -91, Exocytosis inh -4, HIF-2a block 18 and Vif imaging -1.
Screening COC(=O)Cn1c2ccccc2c(=O)n1C(C)C returned CaV13 FRET inh -8, hiPSC survival -0.2, aDG glyco act 0.5, NR2E3 ag-2 -13, Exocytosis inh -1 and HIF-2a block 12.
`O=C(O)CCN(CCC(=O)O)c1nnc(SCc2ccccc2)s1` gave CaV13 FRET inh -4, MITF TRPM1 inh 4, NR2E3 ag-1 2, hiPSC survival 1.8, Peg3 prom inh 6, aDG glyco act 0.1, NR2E3 ag-2 -15, PDI inh 2, Exocytosis inh 2, HIF-2a block 5 and Vif imaging -3.
For O=C(/C=C/[C@H]1O[C@@H](n2ccc(=O)[nH]c2=O)[C@H](O)[C@@H]1O)NC1CCN(Cc2ccccc2)C1 (stereo partly specified) the results were CaV13 FRET inh -3, hiPSC survival -2.1, Peg3 prom inh 7, aDG glyco act -0.4, NR2E3 ag-2 8, Exocytosis inh -2, HIF-2a block 8 and Vif imaging 4.
For CN(C)C(=O)c1cc(C(=O)c2ccc(C(F)(F)F)cc2F)c[nH]1 the results were CaV13 FRET inh -3, MITF TRPM1 inh -12, NR2E3 ag-1 4, hiPSC survival 0.7, Peg3 prom inh -14, aDG glyco act 1.1, NR2E3 ag-2 0, PDI inh -5, Exocytosis inh 0, HIF-2a block -42 and Vif imaging 3.
`NC(=O)C1CCN(CC(=O)Nc2nccs2)CC1` gave CaV13 FRET inh -6, MITF TRPM1 inh 5, NR2E3 ag-1 1, hiPSC survival -0.5, Peg3 prom inh 0, aDG glyco act 0.0, NR2E3 ag-2 9, PDI inh -2, Exocytosis inh 2, HIF-2a block 20 and Vif imaging -3.
For Cc1ccc(S(=O)(=O)NC(=NCC(=O)O)c2ccccc2)cc1 the results were MITF TRPM1 inh 1, NR2E3 ag-1 0, hiPSC survival 4.1, Peg3 prom inh 10, aDG glyco act 0.0, NR2E3 ag-2 10, PDI inh -7, Exocytosis inh 1 and HIF-2a block 14.
For C=CCSc1ncccc1C(=O)NCCc1ccccc1 the results were CaV13 FRET inh -4, MITF TRPM1 inh 4, NR2E3 ag-1 -1, hiPSC survival -0.3, Peg3 prom inh 3, aDG glyco act -0.3, NR2E3 ag-2 12, PDI inh -3, Exocytosis inh 3, HIF-2a block -17 and Vif imaging 5.
Screening Cc1c(NC(C)c2ccccc2O)c(=O)n(-c2ccccc2)n1C (stereo unspecified) returned CaV13 FRET inh -6, MITF TRPM1 inh -2, NR2E3 ag-1 2, hiPSC survival 0.5, Peg3 prom inh -2, aDG glyco act 0.0, NR2E3 ag-2 3, PDI inh 10, Exocytosis inh -4, HIF-2a block 4 and Vif imaging 33.
`CN1CCN(CC(C)(C)NS(=O)(=O)c2ccc(Cl)cc2)CC1` gave CaV13 FRET inh -5, MITF TRPM1 inh 1, NR2E3 ag-1 0, hiPSC survival 0.8, Peg3 prom inh -12, aDG glyco act 0.0, NR2E3 ag-2 4, PDI inh 2, Exocytosis inh -5, HIF-2a block -12 and Vif imaging 5.
`CC(C)CCn1c(SCC(N)=O)nc2c1c(=O)n(C)c(=O)n2C` gave CaV13 FRET inh -6, MITF TRPM1 inh -6, NR2E3 ag-1 2, hiPSC survival 2.0, Peg3 prom inh 16, aDG glyco act 0.3, NR2E3 ag-2 26, PDI inh 0, Exocytosis inh 1, HIF-2a block 17 and Vif imaging 12.
O=C(NC1CCN(C(=S)Nc2ccc(F)cc2)CC1)C1CCCCC1 was read as CaV13 FRET inh -3, MITF TRPM1 inh 2, NR2E3 ag-1 4, hiPSC survival 1.0, Peg3 prom inh 3, aDG glyco act 0.1, NR2E3 ag-2 -40, PDI inh 2, Exocytosis inh -1, HIF-2a block 9 and Vif imaging 11.
For COc1cc(N=Cc2c(O)c3ccccc3oc2=O)c(OC)cc1Cl the results were CaV13 FRET inh -21, MITF TRPM1 inh 24, NR2E3 ag-1 1, hiPSC survival -0.5, Peg3 prom inh 12, aDG glyco act -0.2, NR2E3 ag-2 1, PDI inh -12, Exocytosis inh 4, HIF-2a block 12 and Vif imaging 7.
`Cc1ccccc1C1=Nn2c(nnc2-c2ccco2)SC1` gave CaV13 FRET inh -5, MITF TRPM1 inh 1, NR2E3 ag-1 -3, hiPSC survival 0.9, Peg3 prom inh 15, aDG glyco act 0.0, NR2E3 ag-2 -25, PDI inh -1, Exocytosis inh 2, HIF-2a block 12 and Vif imaging -1.
CC(=O)c1csc(-c2ccccc2)n1 was read as CaV13 FRET inh -5, MITF TRPM1 inh -10, NR2E3 ag-1 1, hiPSC survival -3.4, Peg3 prom inh -20, aDG glyco act -0.1, NR2E3 ag-2 7, PDI inh -2, Exocytosis inh -2, HIF-2a block -28 and Vif imaging -5.
`O=C(CCC(=O)Nc1ccccc1)N/N=C/c1ccncc1` gave CaV13 FRET inh 2, MITF TRPM1 inh 4, NR2E3 ag-1 1, hiPSC survival -0.5, Peg3 prom inh -12, aDG glyco act 0.0, NR2E3 ag-2 20, PDI inh -2, Exocytosis inh -4, HIF-2a block 9 and Vif imaging -2.
`O=C(NCc1ccccn1)c1ccc(Cl)c(S(=O)(=O)N2CCCCCC2)c1` gave CaV13 FRET inh -6, MITF TRPM1 inh 27, NR2E3 ag-1 4, hiPSC survival -0.4, Peg3 prom inh 4, aDG glyco act 0.2, NR2E3 ag-2 -24, PDI inh 8, Exocytosis inh -14 and HIF-2a block 28.
COc1ccc(S(=O)(=O)N2CCCCC2C(=O)O)cc1 (stereo unspecified) was read as CaV13 FRET inh -8, MITF TRPM1 inh -4, NR2E3 ag-1 -2, hiPSC survival -2.0, Peg3 prom inh 6, aDG glyco act -0.2, NR2E3 ag-2 0, PDI inh 0, Exocytosis inh 0, HIF-2a block 26 and Vif imaging 6.

Hits appear at their usual frequency, and some 3.5% of all compounds hit somewhere here.
